# Bioassay records as filed in PubChem BioAssay.
# DRD3 agonist = activates the human D3 dopamine receptor | 410,000 tested, 0.58% active | D3R DiscoveRx beta-arrestin cells, luminescence, 90 min | max activation, % | P35462; in the data active = max activation above about 30%; note: 0% is about no effect; mostly tested at two doses, the higher about 12 µM
# Target sequence (P35462 whole entry, looked up): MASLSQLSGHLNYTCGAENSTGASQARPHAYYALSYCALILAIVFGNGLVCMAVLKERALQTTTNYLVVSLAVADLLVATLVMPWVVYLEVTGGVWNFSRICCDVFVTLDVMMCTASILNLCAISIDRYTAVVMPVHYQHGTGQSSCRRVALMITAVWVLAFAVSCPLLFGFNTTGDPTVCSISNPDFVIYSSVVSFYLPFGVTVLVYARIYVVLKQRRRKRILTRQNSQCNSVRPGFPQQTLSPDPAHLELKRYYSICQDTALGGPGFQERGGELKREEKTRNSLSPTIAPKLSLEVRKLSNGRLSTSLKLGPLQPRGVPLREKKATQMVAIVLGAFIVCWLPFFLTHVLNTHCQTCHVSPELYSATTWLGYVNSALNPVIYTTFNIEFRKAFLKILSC
#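 Agonist mode: compounds and dopamine controls were applied to plated cells for 90 min at 37 degrees C after an overnight attachment at 1500 cells/well. Luminescent read-out followed 30 - 60 minutes at room temperature with DiscoveRx detection reagent.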
# KB-3-1 tox = kills parental KB-3-1 adenocarcinoma cells; Potency, µM (doses to about 46.1 µM), inactives show top-dose activity change, negative = cytotoxic, hits mostly cytotoxic; KB-3-1 viability, CellTiter-Glo ATP luminescence, 72 h; 400,000 tested, 1.4% active; AID 1347075; note: potency is the fitted concentration of half-maximal effect; % is set by controls: 0 for no effect and ±100 for the full control effect; nearly all actives have a fitted effect of over 60% in size
#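 KB-3-1 parental drug-naive adenocarcinoma cells in DMEM/10% FBS, incubated 72 h at 37 C with pin-transferred compounds across a concentration series. Viability by CellTiter-Glo luminescence; concentration-response curves fitted after normalization.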
# HEK293 tox = cytotoxicity counter-screen for GLP-1 receptor inverse agonists. HEK293 cAMP-luciferase reporter cells, luminescence, 24 h. Potency, µM (top dose mostly 38.3 µM), for inactives: at the top dose activity change, negative = inhibition, hits mostly inhibitors. 410,000 tested, 0.13% active. AID 624418;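 note: loss of luciferase light is scored as toxicity; potency is the fitted concentration of half-maximal effect; % is set by controls: 0 for no effect and ±100 for the full control effect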
#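 Seeding density was 200 cells/uL; after overnight-length (12 h) culture, 23 nL compounds went on for 24 h at 37 °C. Readout used a luciferase detection reagent, luminescence taken after 12 min at room temperature.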
# IL-1B inflam inh = inhibitors of inflammasome signaling (IL-1 beta secretion); THP-1 LPS/ATP IL-1B secretion, AlphaLISA, 16 h; active compounds read low; activity change, % at 57.5 µM; 360,000 tested, 4.7% active; AID 743279; in the data active = activity change below about -50%; inconclusive = mostly about -30% to -49%; note: % is set by controls: 0 for no effect and ±100 for the full control effect
#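 Secreted IL-1B measured by AlphaLISA bead assay after 16 h compound exposure of THP-1 cells; compounds (final up to 57.5 uM) added 1 h before LPS (250 ng/mL) and ATP (1.25 mM) stimulation; lower signal means less secretion.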
# HT1080NT lethal = kills 2HG-producing HT-1080-NT fibrosarcoma cells. HT-1080-NT fibrosarcoma viability, CellTiter-Glo ATP luminescence, 48 h. Potency, µM (top dose mostly 46.1 µM), without a hit: top-dose activity, negative = less viability, hits mostly cytotoxic. 360,000 tested, 1.6% active. AID 686970;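 note: NT is the 2HG producing partner of a matched IDH1 knockdown line; potency is the fitted concentration of half-maximal effect; 0% = DMSO-treated cells and -100% = media-only wells without cells; nearly all actives have a fitted effect of over 55% in size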
#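 Viability of the 2HG-overproducing fibrosarcoma line after 48 hours of compound exposure at 37 degrees C was determined by luminescence with CellTiter-Glo, and concentration-effect curves were then fitted and categorized.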
# HT1080 IDH1KD tx = kills HT-1080 cells with IDH1 knockdown | HT-1080 IDH1 knockdown viability, ATP luminescence, 48 h | AID 686971 | Potency, µM (titrated, usually from 46.1 µM), for inactives: at the highest dose activity, negative = toxicity, most hits filed as cytotoxic | 360,000 tested, 2% active;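 note: potency is the fitted concentration of half-maximal effect; 0% = DMSO wells and -100% = cell-free medium wells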
#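 HT-1080-IDH1KD cells (IDH1 knocked down), 750/well in RPMI with 5% FBS, treated with compound 48 h at 37 degrees C. Viability by CellTiter-Glo luminescence, normalised to DMSO and no-cell wells; concentration-response curves classed.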
# MCF10A rereplic = DNA re-replication induction in MCF 10a cells; AID 624296; 350,000 tested, 2.9% active; MCF 10A DNA re-replication, Hoechst nuclear intensity, 48 h; Potency, µM (doses to about 46.1 µM), inactives show at the top dose activity, positive = re-replication, hits mostly activators; note: potency is the fitted concentration of half-maximal effect; % of control where 0% means no effect; nearly all actives have a fitted effect of over 50% in size
# SW480 rereplic = DNA re-replication induction in SW480 cells. Potency, µM (doses to about 46.1 µM), inactives show at the top dose re-replication activation, usual class: activators. 340,000 tested, 1.8% active. SW480 DNA re-replication, Hoechst DNA content imaging, 48 h. AID 624297; note: potency is the fitted concentration of half-maximal effect; % of control where 0% means no effect; nearly all actives have a fitted effect of over 55% in size
#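 Treated cells incubate 48 hr (37 C, 5% CO2), are stained 40 min with Hoechst, and nuclear fluorescence is enumerated; a rise in nuclei with high DNA signal marks re-replication.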
# KB-V1 cytotox = KB-V1 MDR subline cytotoxicity | AID 1347076 | 400,000 tested, 3.4% active | KB-V1 MDR cells viability, CellTiter-Glo, 72 h | Potency, µM (top dose mostly 46.1 µM), for the others: at the highest dose activity change, negative = cytotoxicity, actives largely listed as cytotoxic; note: potency is the fitted concentration of half-maximal effect; % is set by controls: 0 for no effect and ±100 for the full control effect; nearly all actives have a fitted effect of over 60% in size
#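 KB-V1 MDR subline cells in DMEM (phenol-red free, 10% FBS) exposed to compounds in qHTS concentration series for 72 h at 37 degrees C. Viability read by CellTiter-Glo luminescence; concentration-effect curves fitted after normalization and correction.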
# An asterisk follows results filed as active; ? = inconclusive; . = no result given; & = joins results of further samples; [ ] = remark or other dose. Unless noted, calls come from the whole dose curve; as a rule, active = well fitted curve in the direction sought with a large enough effect; inconclusive = small, poorly fitted or top-dose-only effect, or another doubt; inactive = no such curve, though single readings can be large; an effect the other way counts as inactive or inconclusive.
(1) COc1ccc(COC(=O)Nc2c(SC)nsc2SC)cc1
(2) CC(=O)Nc1ccc(Nc2ccccc2)cc1
(3) COC(=O)c1cc2occc2n1CC(=O)Nc1ccc(C)cc1Cl
(4) COc1ccccc1C1CC(c2ccc(Cl)cc2)Nc2ncnn21 (stereo not drawn)
(5) CCCCN(C(=O)c1c(CC)noc1C)c1c(N)n(CCC)c(=O)[nH]c1=O
(6) C=CCNC(=O)C1CC2Cn3c(nc4cc5ccccc5cc43)C2N1C (stereo not drawn)
(7) CCCCCn1c(CNC(=O)c2ccc(F)cc2)nc2ccccc21
(8) CCOC(=O)C1CCCN(S(=O)(=O)c2cc3c4c(c2)CC(=O)N4CCC3)C1 (stereo not drawn)
compound no.	1	2	3	4	5	6	7	8
DRD3 agonist	18	0	4	-4	4	17	-20	-2
KB-3-1 tox	-3%	-3%	6%	-12%	-2%	24%	-23%	-12%
HEK293 tox	5%	-4%	-14%	-14%	15%	11%	-3%	2%
IL-1B inflam inh	31	1	.	-19	-2	44	.	.
HT1080NT lethal	7%	8%	.	-23%	1%	12%	.	.
HT1080 IDH1KD tx	3%	17%	.	-17%	3%	15%	.	.
MCF10A rereplic	-1%	-3%	.	6%	0%	-24%	.	.
SW480 rereplic	0%	0%	.	8%	1%	-23%[9.22 µM]	.	.
KB-V1 cytotox	18%	29%	24%	-10%	5%	?	?	3%

(9) CCc1cc2cc3c(cc2nc1SCC(=O)Nc1nccs1)OCO3
(10) Cc1ccc(C)c(CN2CCC(CNC(=O)Nc3cccc(Cl)c3C)CC2)c1
(11) CCOCCCNC(=O)C(c1ccc(C)cc1)N(Cc1ccc2c(c1)OCO2)C(=O)c1cnccn1 (stereo not drawn)
(12) COC(=O)CSC1=C(C#N)C(=O)NC(c2ccccc2)S1 (stereo not drawn)
(13) CCOC(=O)C[C@H]1c2ccc(C(F)(F)F)cc2S(=O)(=O)N1C(C)(C)C
(14) CC1CCCC(C)N1C(=O)COC(=O)CNC(=O)c1ccccc1 (stereo not drawn)
(15) COc1ccc(S(=O)(=O)NCc2ccccn2)cc1Cl
(16) COC(=O)c1ccccc1NC(=O)c1ccnn1C
compound no.	9	10	11	12	13	14	15	16
DRD3 agonist	8	-17	0	-2	-1	-8	-5	5
KB-3-1 tox	17%	?	1%	?	0%&1%	0%	10%	?
HEK293 tox	9%	-4%	2%	1%	2%	-20%	-14%	-3%
IL-1B inflam inh	65	-65*	23	?	20	-8	-12	-10
HT1080NT lethal	1%	13%	9%	5%	-1%	1%	7%	2%
HT1080 IDH1KD tx	14%	10%	7%	5%	-5%	7%	7%	6%
MCF10A rereplic	4%	?	-3%	10%	4%	1%	1%	14%
SW480 rereplic	-4%	?	4%	2%	?	-1%	-1%	-17%
KB-V1 cytotox	5%	?	-3%	?	?	6%	3%	3%

# Filtered by structure, the entries above with an aryl thioether with sulfur outside any ring (2)
(1) COc1ccc(COC(=O)Nc2c(SC)nsc2SC)cc1
(9) CCc1cc2cc3c(cc2nc1SCC(=O)Nc1nccs1)OCO3
compound no.	1	9
DRD3 agonist	18	8
KB-3-1 tox	-3%	17%
HEK293 tox	5%	9%
IL-1B inflam inh	31	65
HT1080NT lethal	7%	1%
HT1080 IDH1KD tx	3%	14%
MCF10A rereplic	-1%	4%
SW480 rereplic	0%	-4%
KB-V1 cytotox	18%	5%

# 4 of the compounds above, with two lines to a compound:
# Second line of a record: DRD3 agonist	KB-3-1 tox	HEK293 tox	IL-1B inflam inh	HT1080NT lethal	HT1080 IDH1KD tx	MCF10A rereplic	SW480 rereplic	KB-V1 cytotox
[12] COC(=O)CSC1=C(C#N)C(=O)NC(c2ccccc2)S1 (stereo not drawn)
 : -2	?	1%	?	5%	5%	10%	2%	?
[13] CCOC(=O)C[C@H]1c2ccc(C(F)(F)F)cc2S(=O)(=O)N1C(C)(C)C
 : -1	0%&1%	2%	20	-1%	-5%	4%	?	?
[14] CC1CCCC(C)N1C(=O)COC(=O)CNC(=O)c1ccccc1 (stereo not drawn)
 : -8	0%	-20%	-8	1%	7%	1%	-1%	6%
[15] COc1ccc(S(=O)(=O)NCc2ccccn2)cc1Cl
 : -5	10%	-14%	-12	7%	7%	1%	-1%	3%

# Further compounds
(17) CCCCCC[n+]1c(-c2ccc(Cl)cc2Cl)csc1Nc1ccccc1
(18) Brc1ccc2nc(-c3ccco3)c(Cc3ccccc3)n2c1
(19) COCCN1CCN(C(=O)C2CCC(=O)N(Cc3ccc(Cl)cc3)C2)CC1 (stereo not drawn)
(20) CN(C)CCN(Cc1ccccc1)c1ccccn1
(21) Cc1cccc(Cc2c(C)nc3nc(SCC(=O)NCc4ccc(F)cc4)nn3c2C)c1
(22) Nc1ccc(-c2nnn(Cc3ccccc3F)n2)cc1
(23) CCOc1ccc(NS(=O)(=O)c2ccc(C(=O)N(C)CC(=O)Nc3ccc(C)cc3)cc2)cc1
(24) CC(O)CNc1nc2c(c(=O)n(C)c(=O)n2C)n1C/C=C/c1ccccc1 (stereo not drawn)
compound no.	17	18	19	20	21	22	23	24
DRD3 agonist	0	9	1	-62&-22	2	-6	-9	5
KB-3-1 tox	7%	0%	-12%	0%	-6%	-8%	-1%	-23%
HEK293 tox	4%	-1%	4%	-14%	-24%	-8%	12%	9%
IL-1B inflam inh	22	-22	-21	-14	.	-15	?	-18
HT1080NT lethal	4%	?	1%	-2%	.	1%	-6%	5%
HT1080 IDH1KD tx	2%	?	4%	-8%	.	0%	2%	-3%
MCF10A rereplic	28%	.	-1%	4%&-5%&8%	.	18%	7%	-7%
SW480 rereplic	0%	.	-12%	-16%&-3%&5%	.	?	-1%	-3%
KB-V1 cytotox	-28%	4%	?	-12%	-23%	0%	11%	?

# Part of the list above with just KB-V1 cytotox, SW480 rereplic and MCF10A rereplic.
cpd	mol	KB-V1 cytotox	SW480 rereplic	MCF10A rereplic
23	CCOc1ccc(NS(=O)(=O)c2ccc(C(=O)N(C)CC(=O)Nc3ccc(C)cc3)cc2)cc1	11%	-1%	7%
12	COC(=O)CSC1=C(C#N)C(=O)NC(c2ccccc2)S1 (stereo not drawn)	?	2%	10%

# Next structures follow.
(25) Cc1ccc2c(=O)cc(C(=O)N(Cc3ccc(N(C)C)cc3)C3CCS(=O)(=O)C3)oc2c1 (stereo not drawn)
(26) Cc1ccc(NC(=O)C2C3C=CC4(CN(Cc5cccnc5)C(=O)C24)O3)cc1 (stereo not drawn)
(27) Cc1ccc(/C=N/NC(=O)CCn2nc(C)cc2C)c(C)c1
(28) CCOc1ccc(OCC(=O)Nc2c(C(=O)Nc3ccc(C)cc3)oc3ccccc23)cc1
(29) Cc1nc(SCC(=O)N2c3ccccc3NC(=O)CC2C)c2c(C)c(C)sc2n1 (stereo not drawn)
(30) CCN(c1ccccc1)S(=O)(=O)c1ccc(NC(=O)c2nc(SC(C)C)ncc2Cl)cc1
(31) CCCCOC(=O)Cn1c(=N)n(CCC)c2ccccc21
compound no.	25	26	27	28	29	30	31
DRD3 agonist	-4	0	-3	-10	-6	3	-1
KB-3-1 tox	-3%	14%	?	7%	-34%	-13%	12%
HEK293 tox	-7%	2%	-7%	5%	23%	2%	1%
IL-1B inflam inh	.	2	-4	.	-18	.	31
HT1080NT lethal	.	8%	-17%	.	-12%	.	-1%
HT1080 IDH1KD tx	.	11%	?	.	-17%	.	2%
MCF10A rereplic	.	14%	?	.	?	.	-9%
SW480 rereplic	.	?	?	.	-20%	.	-1%
KB-V1 cytotox	0%	?	?	13%	7%	11%	0%
